# Screening results: PubChem BioAssay, several laboratories
# C8 TRAIL sens = caspase-8 TRAIL sensitization; NB7+C8 cells + TRAIL, ATPlite viability luminescence; inhibition (viability loss, TRAIL sensitization), % at 10 µM; hit rate 1% among 360,000; AID 624354;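 active means compounds causing at least 50% loss of cell viability in the single-dose screen, relative to plate controls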
# TRPM1 prom inh = MITF TRPM1 promoter inhibition in SK-MEL-5 cells | SK-MEL-5 TRPM1 promoter luciferase, 24 h | inhibition, % at 12.5 µM | hit rate 0.83% among 330,000 | AID 488899;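 active means mean inhibition across replicates of 60% or more, whatever share of single replicates reaches that level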; further: values of inactives mirror those of a sister screen read the other way
# NR2E3 ag-1 = NR2E3 (human) agonism. inhibition of corepressor binding, % at 4.78 µM. GST-NR2E3/biotin-RetCOR TR-FRET, 1536-well. Q9Y5X4. hit rate 0.12% among 320,000. AID 2300;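 active means percent inhibition above the cutoff of mean plus 3 SD of all tested compounds, set per screening campaign, cut at about 20% in these data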;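 further: 0% = DMSO wells and 100% = biotin wells as full block of FRET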
# Target sequence (Q9Y5X4 whole entry, looked up): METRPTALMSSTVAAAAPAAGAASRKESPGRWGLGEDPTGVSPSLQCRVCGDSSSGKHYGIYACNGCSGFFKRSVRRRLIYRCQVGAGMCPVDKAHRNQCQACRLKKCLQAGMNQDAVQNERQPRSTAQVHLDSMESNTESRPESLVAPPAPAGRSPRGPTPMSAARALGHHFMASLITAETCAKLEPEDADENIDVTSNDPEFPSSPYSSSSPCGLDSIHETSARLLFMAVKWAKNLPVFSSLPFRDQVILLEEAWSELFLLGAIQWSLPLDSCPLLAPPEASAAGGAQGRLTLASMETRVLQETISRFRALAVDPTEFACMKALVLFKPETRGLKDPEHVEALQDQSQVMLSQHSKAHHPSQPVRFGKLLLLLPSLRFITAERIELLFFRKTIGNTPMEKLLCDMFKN
#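 Material: NR2E3–RetCOR corepressor complex / Incubation: Compound–protein incubation for 5 h at 4 °C / Dosing: compound at 4.8 µM, single dose / Detection: time-resolved FRET / Benchmarks: high control biotin, low control 0.6% DMSO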
# Peg3 prom inh = inhibitors of Peg3 promoter; inhibition, % at 20 µM; hit rate 1.7% among 360,000; HeLa PEG-Prom luciferase reporter, luminescence, overnight;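 active means inhibition of at least 50% at 20 µM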
# NR2E3 ag-2 = human photoreceptor-specific nuclear receptor agonism; Q9Y5X4; CHO-S Gal4-NCOR/VP16-NR2E3 two-hybrid, luciferase; inhibition of corepressor binding, % at 3.98 µM; hit rate 0.35% among 360,000; AID 602229;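 active means inhibition above the mean of all tested compounds plus 3 SD, cut at about 70% in these data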;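 further: 0% = DMSO with NR2E3 transfected cells and 100% = cells lacking NR2E3 construct; higher means lower luciferase signal from less NR2E3 corepressor binding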
# TROY NFkB inh = TROY signaling inhibition. hit rate 0.98% among 360,000. Q293 LMP1-TROYcd NF-kB luciferase reporter, 4 h. inhibition, % at 10 µM. AID 1347056;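 active means compounds whose plate-normalised and pattern-corrected inhibition of the luciferase reporter signal at the single screening dose is 50% or more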
# CF NFkB block = inhibitors of cystic fibrosis induced NF-kB; KKLEB NF-kB-GFP reporter, PAF-induced, GFP fluorescence overnight; inhibition, % at 5 µM; hit rate 0.86% among 360,000; AID 588850;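 active means at least 50% inhibition at 5 µM, scaled per plate between neutral and stimulator controls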;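 further: PAF is a Pseudomonas aeruginosa culture filtrate used as stimulus; plate controls were PAF-stimulated DMSO wells for no effect and unstimulated DMSO wells for full effect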
# KKLEB cytotox = reduces viability of KKLEB cystic fibrosis airway cells; KKLEB CF airway cells viability, ATPlite luminescence, overnight; hits give low values; cells stimulated with P. aeruginosa culture filtrate; activity change (cytotoxicity), % at 5 µM; hit rate 0.36% among 360,000; AID 602141;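 active means corrected activity change at or below -50% at 5 µM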
# Shn3 inh set2 = reduces Shn3 3'UTR luciferase signal in osteoblasts. Clone20 osteoblast Shn3 3'UTR firefly luciferase, 24 h. inhibition, % at 12.5 µM. hit rate 0.52% among 360,000. AID 588674;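 active means mean inhibition of at least 75% with every replicate also reaching 75%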;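 further: 0% = median of neutral control wells and 100% = pilot-screen positive control compound; some compounds past the cut are filed as inactive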
# TWEAK Fn14 block = blocks TWEAK-Fn14 interaction in a reporter cell assay; hit rate 2% among 360,000; inhibition, % at 10 µM; AID 1159606; TWEAK-stimulated Fn14 reporter cells, luciferase luminescence, 8 h; in the data active means inhibition above about 50%
# HIF-2a block = inhibitors of HIF-2a | inhibition, % at 18.8 µM | 786-0 RCC cells HIF-2a reporter, luciferase luminescence, overnight | hit rate 0.72% among 360,000 | AID 624352;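 active means inhibition of the luminescence signal of 40% or more relative to plate controls, in a single-dose primary screen at 18.75 µM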
# An asterisk follows results filed as active; / = no result given. Some of the compounds tested, so the mix of outcomes need not match the whole.
SMILES	C8 TRAIL sens	TRPM1 prom inh	NR2E3 ag-1	Peg3 prom inh	NR2E3 ag-2	TROY NFkB inh	CF NFkB block	KKLEB cytotox	Shn3 inh set2	TWEAK Fn14 block	HIF-2a block
COc1ccc(C(=O)NCCS(=O)(=O)NCC2CCCO2)cc1 (stereo not given)	-2	-12	1	-4	11	-9	11	-17	0	8	11
Cc1cc(COc2ccccc2OCCN2CCN(C)CC2)no1	2	0	4	24	-24	/	-35	5	-6	19	7
Cc1cccc(NC(=O)c2ccc(C3SCC(=O)N3CCc3ccccc3)cc2)c1 (stereo not given)	19	5	0	32	12	27	3	-1	67	29	27
CC(C)Cn1c(=O)c2c(nc3n2CC(C)CN3Cc2ccccc2)n(C)c1=O (stereo not given)	18	4	3	25	24	11	14	1	21	10	13
CC(=O)Nc1ccc(CN2C(=O)C(C)ON=C2c2ccccc2-c2ccco2)cc1 (stereo not given)	-10	/	/	10	0	6	6	2	-32	2	12
CN(C(=O)c1ccc(NC(=O)C2CCCN(C(=O)OC(C)(C)C)C2)cc1)C1CCC1 (stereo not given)	2	26	/	12	5	12	-13	-11	23	-20	12
O=C(CSc1nncc2ccccc12)Nc1ccc(C(=O)O)cc1	-6	11	7	0	-17	-25	1	12	-9	13	-4
COc1cc(C(=O)OCC(=O)Nc2ccc3c(c2)OC(F)(F)O3)ccc1OCc1c(C)noc1C	-17	-3	-2	21	6	16	0	5	-12	30	21
CCn1c(COc2ccccc2OC)nnc1SCC#N	-5	-5	3	-5	-11	4	13	-6	-8	11	20
CCCn1nc(C(=O)OCc2nc(N)nc(Nc3ccccc3C)n2)c2ccccc2c1=O	-8	17	1	3	2	24	-5	-11	7	-17	6
O=c1ncn(-c2ccccc2F)c2ncccc12	3	-11	-2	-7	3	7	1	5	7	4	1
CCOC(=O)c1sc(NC(=O)CCC(=O)O)nc1C	7	-3	-1	10	-19	-5	-10	9	1	11	11
CN(C)S(=O)(=O)N1CCN(c2ccc(Cl)cc2)CC1	-2	-7	-2	-5	-12	-18	-2	-5	-2	-6	-10
O=C(NCCCN1CCOCC1)c1cc2c(s1)-c1ccccc1OC2	4	-47	1	-13	-25	15	6	-5	-16	3	-14
Cc1cnc(C(=O)OCC(=O)Nc2ccc(Oc3ccccc3)cc2)cn1	9	-7	1	-17	-10	24	0	-12	-30	11	-12
O=C(COC(=O)CN1C(=O)c2ccccc2C1=O)NC1CCCCC1	-4	-3	-1	11	6	-22	-10	2	-36	1	-5
COc1ccc(C(=O)NCCS(=O)(=O)N2CCc3ccccc3C2)c(OC)c1	1	-3	-1	10	-5	-22	18	-14	9	-2	5
COCC(=O)N(Cc1ccccc1)c1ccccn1	10	8	2	2	-3	6	7	-2	-8	-13	18
Cc1cc(NC(=O)CN2C(=O)c3ccccc3S2(=O)=O)no1	-7	-7	-1	14	12	-4	13	-7	3	-3	13
CCCc1cc(Nc2ccccc2)n2ncnc2n1	8	11	0	14	-7	-10	4	2	10	4	19
Cc1ccn2c(NC3CCCC3)c(-c3ccsc3)nc2c1	7	-3	5	-15	-7	-21	1	-2	-28	-1	-34
CC(C)NC(=O)Cn1cc(C#N)c2cc(Br)ccc21	-9	19	-1	-4	-3	-12	-15	-18	-8	-4	3
CN(Cc1cnn(-c2ccc(F)cc2)c1)C(=O)[C@H]1O[C@@H](n2ccc(N)nc2=O)[C@H](O)[C@@H]1O	-6	/	/	2	-11	1	-7	2	-7	-2	14
ON(Cc1c(F)cccc1Cl)Cc1c(F)cccc1Cl	-11	0	-5	19	-11	4	-11	10	-11	-3	11
CCOc1cccc(NC(=O)Cn2nc(-c3ccc4c(c3)OCCO4)ccc2=O)c1	-8	5	4	-8	-4	-3	1	-6	-1	-7	3
O=C(NCc1ccco1)c1ccc2c(c1)N(Cc1ccccc1)C(=O)CS2=O (stereo not given)	-11	-6	-2	-2	-9	0	-8	6	-24	-8	6
Cc1cc(NC(=O)COC(=O)CNC(=O)c2cccs2)c([N+](=O)[O-])cc1C	8	4	1	5	-1	2	2	-6	-25	-19	5
Cc1ccc(OCCN2CCN(C(=O)CCC(=O)Nc3nnc(CC(C)C)s3)CC2)cc1	15	22	5	14	12	17	-1	-5	50	29	12
COc1cccc(CN(C)C(=O)c2cc(-c3ccc(OC)c(OC)c3)nc3ccccc23)c1	20	-1	/	49	22	8	0	-6	17	7	16
C[C@H]1CN([C@@H](C)CO)S(=O)(=O)c2ccc(C3=CCCC3)cc2O[C@@H]1CN(C)C(=O)C1CCCCC1	0	/	/	36	-45	11	22	5	15	0	14
O=C(NCc1ccc2c(c1)OCO2)C1CCCN1C(=O)Nc1cccc(F)c1 (stereo not given)	-1	-15	-1	-19	-30	16	10	-2	-12	6	-10
COc1ccccc1/C=C/CN1CCCC(CCC(=O)NCc2ccccc2F)C1 (stereo not given)	-6	9	-1	13	-24	14	16	-2	-35	13	11
C=CC[C@@H](CC(=O)N(CCO)Cc1ccccc1)C(=O)N[C@@H](COC(=O)[C@@H](CC=C)Cc1ccc(F)cc1)Cc1ccccc1	24	2	/	33	10	42	2	5	22	58*	6
CC1(C)S[C@@H]2[C@H](NC(=O)COc3ccccc3)C(=O)N2C1C(=O)OCc1ccccc1 (stereo not given in full)	-5	-9	0	5	-3	14	17	-8	-4	6	16
Cc1cc(C)n2c(NC3CCCCC3)c(CC(C)C)nc2n1	3	/	/	/	0	-5	/	/	/	3	-6
COc1ccc(-c2nnc(CSc3nc4ccccc4c(=O)n3C)o2)cc1OC	4	2	-2	1	-31	13	-6	-14	43	-28	-6
CCc1ccc(NC(=O)Cn2ncc3c4ccccc4n(C)c3c2=O)cc1	6	18	-6	5	-37	-2	-12	2	4	13	9
CC(=O)OCCNc1cc(N2CCN(C)CC2)c2noc3c2c1C(=O)c1ccccc1-3	2	/	/	3	14	-16	-165	-2	0	-8	-5
COc1ccc(S(=O)(=O)N2CCOCC2)cc1NC(=O)COC(=O)CC1CC2CCC1C2 (stereo not given)	-7	13	/	-2	-6	-10	0	0	87*	18	7
O=C(NCc1ccccc1Cl)C1=CC=CN2CCS(=O)(=O)N=C12	0	-3	0	0	-5	5	3	-3	17	-3	2
CN1C(=O)NC(NS(=O)(=O)c2ccc(N)cc2)(C(F)(F)F)C1=O (stereo not given)	-1	-3	1	-1	-10	-11	-15	13	-17	5	9
COc1ccc(S(=O)(=O)N2CCN(C(=O)CCC3CCCC3)CC2)cc1	-10	9	-1	18	-5	-8	-10	0	11	2	18
COC(=O)c1ccc(/C=C/C(=O)O)cc1	6	-10	4	1	-3	-8	-4	23	-1	7	15
CCOC(=O)C1=C(O)C(Nc2nccs2)(C(F)(F)F)N=C1C (stereo not given)	-13	-4	-6	6	-11	6	-7	-1	9	4	21
CCCCN(C)C(=O)C1CCN(Cc2cccnc2)CC1	-3	16	2	5	-3	14	-4	5	-15	13	16
CC(C)(C)CC(C)(C)NC(=S)NC1CCN(Cc2ccccc2)CC1	22	6	-3	28	11	25	19	-4	46	6	17
C#CCOCCOCCOCCNc1nc(N2CCN(C(=O)[C@H](CCC(=O)O)n3cc([C@@H](N)[C@H](C)CC)nn3)CC2)nc(N2CCN(C(=O)[C@H](CCCCN)n3cc([C@@H](N)CC(N)=O)nn3)CC2)n1	-9	2	/	-10	16	-2	-2	16	-10	-10	8
Cc1cc(NC(=O)CSc2nc3ccccc3c(=O)n2Cc2ccc(F)cc2)no1	4	0	-1	27	-26	21	9	-19	47	3	16
CC(=O)c1ccc(OCCNS(=O)(=O)c2ccc(-n3cnnn3)cc2)cc1	-3	10	2	-10	-12	10	6	-2	18	-2	6
N#CC(c1cccc(C(F)(F)F)c1)(c1ncc(C(F)(F)F)cc1Cl)N1CCOCC1 (stereo not given)	0	-1	3	3	-19	-8	2	6	15	-2	-6
O=C(O)C1Nc2c(Cl)cc(Cl)cc2C2C=CCC12 (stereo not given)	-8	6	4	10	-2	6	-11	9	16	7	21
CC1CCN(C(=O)CN(c2ccc(Cl)c(C(F)(F)F)c2)S(C)(=O)=O)CC1	-10	-4	-1	13	12	25	-10	-5	26	12	1
O=C(O)c1ccc(O)c2ncccc12	21	/	/	-74	-101	-41	-19	0	-11	-34	-103
CCN(CC)CCCn1c2c(c(SCC(=O)Nc3ccc4c(c3)OCO4)nc1=O)CCC2	6	-1	2	-39	-2	6	0	-4	-3	-10	9
CC1CC1c1ccc(/C=C(\C#N)C(=O)Nc2ccc(Cl)cc2Cl)o1 (stereo not given)	5	-15	1	-114	-3	-22	-12	-8	0	-12	-186
CC12CN(NC(=O)c3ccccc3F)C3(C#N)CC1CCC23C (stereo not given)	2	-8	3	10	-5	2	-2	6	-9	-18	14
CCCCN(C(=S)NC(=O)c1ccccc1)c1c(N)n(Cc2ccccc2)c(=O)[nH]c1=O	4	4	1	16	8	-1	3	6	6	7	22
Cc1cc(=O)n2nc(N3CCCC3C(=O)NCCCN3CC(C)CC(C)C3)sc2n1 (stereo not given)	5	-1	-1	23	1	6	7	0	-8	-2	8
CCN(CC)c1ccc(NC(=O)c2cc(OC)cc(OC)c2)c(C)c1	-3	-3	-4	3	-9	12	42	-20	13	-23	6
COc1ccc(NC(=O)c2nn(C)cc2[N+](=O)[O-])cc1	-8	14	6	-34	-10	-22	5	-8	0	-6	2

# The list continues.
SMILES	C8 TRAIL sens	TRPM1 prom inh	NR2E3 ag-1	Peg3 prom inh	NR2E3 ag-2	TROY NFkB inh	CF NFkB block	KKLEB cytotox	Shn3 inh set2	TWEAK Fn14 block	HIF-2a block
Cc1nc(C)c(-c2ccc(SCC(=O)Nc3ccc(C)c(Cl)c3)nn2)s1	21	-2	-7	16	-34	25	-5	-15	3	-12	-7
O=C(NCCCn1ccnc1)C(=O)NCC1OCCCN1S(=O)(=O)c1ccc(F)cc1 (stereo not given)	1	5	3	4	2	-4	-22	6	29	24	26
CCOC1=C2[C@@H](CN(S(=O)(=O)c3ccc(C)cc3)[C@H]2c2ccccc2Cl)[C@H]2C(=O)N(C)C(=O)[C@H]2C1	-4	/	/	-32	15	19	5	1	-12	-3	-2
Oc1ccc(Br)cc1C=Nc1ccc2[nH]ncc2c1	0	8	-6	13	-17	-8	4	12	10	21	16
NC(=S)c1ccc(C(N)=S)o1	-23	5	2	-7	-5	5	15	-11	6	4	-8
O=[N+]([O-])c1ccc(CS(=O)Cc2ccccc2)cc1 (stereo not given)	-2	-23	/	8	19	2	19	3	4	12	0

# Nothing new here: an excerpt of the list.
SMILES	C8 TRAIL sens	TRPM1 prom inh	NR2E3 ag-1	Peg3 prom inh	NR2E3 ag-2	TROY NFkB inh	CF NFkB block	KKLEB cytotox	Shn3 inh set2	TWEAK Fn14 block	HIF-2a block
NC(=S)c1ccc(C(N)=S)o1	-23	5	2	-7	-5	5	15	-11	6	4	-8
O=[N+]([O-])c1ccc(CS(=O)Cc2ccccc2)cc1 (stereo not given)	-2	-23	/	8	19	2	19	3	4	12	0
